# mcGAS lum = cyclic GMP-AMP synthase inhibitors, mouse, primary biochemical chemiluminescence; recombinant cGAS, Kinase-Glo ATP depletion luminescence; inhibition, % at 12.5 µM; hit rate 0.15% among 160,000; AID 1259399, 2018;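 also: 0% = negative control wells and 100% = reference inhibitor with no enzyme activity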
# NPYLR7 agonist = agonists of mosquito NPYLR7 receptor, primary screen, cell-based, Aedes aegypti, calcium fluorescence, mosquito biting behavior. Aedes aegypti neuropeptide Y-like receptor 7 (NPYLR7). HEK293T NPYLR7/Galpha15, GCaMP6s calcium fluorescence. activation, % at 10 µM. hit rate 0.15% among 270,000. AID 1259423, 2018; in the data active = activation above about 40%;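 also: 0% = vehicle and 100% = reference agonist at the receptor; some compounds past the cut are filed as inactive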
# hcGAS inh = Primary biochemical luminescence assay for human cyclic GMP-AMP synthase inhibitors; Q8N884; recombinant h-cGAS, ATP depletion, Kinase-Glo luminescence; inhibition, % at 12.5 µM; hit rate 0.081% among 290,000;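 also: 0% = vehicle reaction and 100% = reaction without DNA for no activity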
# Target sequence (Q8N884 whole entry, looked up): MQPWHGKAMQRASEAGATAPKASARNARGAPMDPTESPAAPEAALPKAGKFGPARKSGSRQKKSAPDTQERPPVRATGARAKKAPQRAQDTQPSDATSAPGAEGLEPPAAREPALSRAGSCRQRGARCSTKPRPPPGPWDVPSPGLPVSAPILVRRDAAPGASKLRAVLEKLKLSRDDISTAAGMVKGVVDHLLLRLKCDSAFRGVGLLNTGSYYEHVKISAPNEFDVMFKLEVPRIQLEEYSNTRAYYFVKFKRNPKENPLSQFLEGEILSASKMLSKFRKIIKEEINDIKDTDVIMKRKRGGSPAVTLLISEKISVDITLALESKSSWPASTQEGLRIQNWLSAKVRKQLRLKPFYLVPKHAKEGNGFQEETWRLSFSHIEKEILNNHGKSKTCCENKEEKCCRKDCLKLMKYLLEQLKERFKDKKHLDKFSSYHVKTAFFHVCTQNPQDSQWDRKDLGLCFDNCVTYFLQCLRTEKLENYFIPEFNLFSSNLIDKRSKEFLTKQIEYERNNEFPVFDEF
# Starred values were filed as active, the others as inactive; / = not tested or not shown; & = joins results of further samples. Rule as the data show it, unless noted: active = inhibition above about 40%; inactive = the rest.
# Values in the order: mcGAS lum	NPYLR7 agonist	hcGAS inh
CN(C)CCN1CCN(c2cc(-c3cccc(O)c3)nc3ccnn23)CC1
  -2	-5	-5
O=C(C=Cc1ccc2c(c1)OCO2)NCc1ccc(OC(F)(F)F)cc1
  /	0	-4
CC(CNCc1ccc(Cl)c(Cl)c1)Oc1ccccn1 (stereo not given)
  /	8	-5
COc1ccc(C(=O)N2CC(=O)N3CC(C)c4ccccc4C3C2)cc1OC (stereo not given)
  -7	-1	-7
CCn1c(C2CCCN(C(=O)Cn3nc4ccccc4n3)C2)nn(C)c1=O (stereo not given)
  /	0	0
COc1ccc(N(C)S(=O)(=O)c2ccc(OC)c(N3CCN(C(=O)c4ccc(F)cc4C(F)(F)F)CC3)c2)cc1
  -5	12	1
COCC(=O)Nc1nn(C)c2c1C(C)CC(=O)N2 (stereo not given)
  -4	-13	0
Cc1cccc(=O)n1CCC(=O)N1CCCC(c2ccn[nH]2)C1 (stereo not given)
  /	0	-3
CC(CCC1CCCO1)NC(=O)N(C)CC1CCN(C)CC1 (stereo not given)
  /	-15	5
Cc1nc(C)n(CC(C)C(=O)Nc2ccc(F)cc2)n1 (stereo not given)
  -9	1	-7
COC(=O)Cn1ncn2nc(-c3cccs3)cc2c1=O
  -2	1	-3
CNC(=O)[C@@H]1C[C@@H](O)CN1C1CCN(C(=O)CC2CCCCC2)CC1
  -5	/	-6
COc1cccc(CN2CCCn3cccc3C2c2ccc(F)c(F)c2)c1O (stereo not given)
  -3	1	-5
Cc1ccc(C(O)=C2C(=O)C(=O)N(c3ncccn3)C2c2ccc([N+](=O)[O-])cc2)cc1 (stereo not given)
  -7	3	-5
Cc1ccc(C(=O)Cn2c(=O)n(Cc3cccnc3)c(=O)c3ncccc32)cc1C
  /	2	-1
C=C(C)CN(c1cnn(C)c1)C(C)c1cccc(OC)c1 (stereo not given)
  /	6	-3
Cc1cc(C)c(C)c(S(=O)(=O)Nc2ccccc2C(=O)NCc2cccc(Cl)c2)c1C
  -3	0	0
CCOc1ccc(NC(=O)NCCCn2nc(-c3ccncc3)ccc2=O)cc1
  /	14	5
COc1ccc(-c2cc(C(=O)NC(C)c3ccccc3)n(-c3ccc([N+](=O)[O-])cc3)n2)cc1 (stereo not given)
  -3	0	-9
CN(Cc1cnc(N2CCCC2)nc1)Cc1cc(-c2ccccc2)no1
  /	12	-5
CCCc1ccc(OCC(=O)c2ccc3c(c2)N(CC(=O)Nc2ccc(OC)cc2)C(=O)CO3)cc1
  -5	/	-4
COCc1nc(N(C)CCc2c(C)n[nH]c2C)c2cnn(C)c2n1
  /	17	-1
O=C(CSc1ccc(-c2ccncc2)nn1)Nc1ccccc1
  -7	4	-3
COc1ccc(S(=O)(=O)N2CCC(NC(=O)CCc3ccccc3O)CC2)cc1
  /	1	-4
O=C(Cc1csc(NC(=O)c2ccc[nH]c2=O)n1)NC1CCCCC1
  -5	-1	2
Cc1cccc(N2CCN(C(C(N)=O)c3ccc(F)cc3)CC2)c1C (stereo not given)
  /	-7	5
CCCCCOC(=O)C1=C(C)N(C)C(=O)NC1c1cc(Cl)c(O)c(OC)c1 (stereo not given)
  /	5	-3
CCOC(=O)c1cc(-c2cccc(NC(=O)c3ccco3)c2)n(-c2cccc(C)c2)n1
  -6	24	-5
Cc1ccc(OCCn2c(SCC(O)CO)nc3ccccc32)cc1 (stereo not given)
  -3	0	1
CCS(=O)(=O)N1CCC(=O)N(Cc2ccc(F)cc2)C(C(C)C)C1 (stereo not given)
  -9	5	-4

# (continued)
# Values in the order: mcGAS lum	NPYLR7 agonist	hcGAS inh
O=C(Nc1cccc(S(=O)(=O)N2CCCCC2)c1)c1ccsc1
  /	-15	2
O=C(CC1COCCN1)NCc1nncn1CCc1ccccc1 (stereo not given)
  -19	22	-2
CCNC(=O)c1ccc(-c2ccccc2OCC)s1
  -16	-19	-6
COC(=O)C(c1ccc(F)cc1)N1CCC(CNC(C)=O)CC1 (stereo not given)
  /	-1	1
Cc1csc(NC(=O)C/C=C/c2ccc(F)cc2)n1
  /	-3	3
O=C(C(=O)N1CCCC(c2[nH]ncc2Cc2ccccc2)C1)c1cccnc1 (stereo not given)
  -8	2	-5
CCc1cnc2c(c1SCc1cccc([N+](=O)[O-])c1)c(=O)n(C)c(=O)n2C
  -5	5	-4
Cc1ccnc(SCCCn2c(N3CCCCC3)nc3c2c(=O)[nH]c(=O)n3C)n1
  -10	7	-1
CC(C)(C)c1cc2nc(-c3ccc(F)cc3)cc(C(=O)N3CCN(Cc4ccc5c(c4)OCO5)CC3)n2n1
  -5&-3	17&-13	-2&-3
COC(=O)Cn1cc(CN2CCC(CO)(Cc3cccc(C(F)(F)F)c3)CC2)c2ccccc21
  -8	18	-7
Fc1ccc(NC(=S)N(Cc2c(-c3ccc(F)cc3)noc2N2CCOCC2)CC2CC2)cc1
  0	-7	4
COc1ccccc1-n1cc(CN2CCC(O)(c3ccc(C)cn3)CC2)cn1
  -12	1	-8
O=C(NCCc1ccc(F)cc1)c1ccccc1NS(=O)(=O)c1ccc(OC(F)(F)F)cc1
  -4	-4	0
Cc1nc2c(-c3ccccc3)cnn2c(NCCCn2ccnc2)c1C
  -7	2	-13
COC(=O)C1CCN(C(c2ccccc2)C2Sc3nc(-c4ccco4)nn3C2=O)CC1 (stereo not given)
  -6	-6	-6
CC(=O)C1=C(C)N=C(SCC(=O)O)C(C#N)C1c1ccco1 (stereo not given)
  -3	2	-1
COc1ccc(CC2(CCC(=O)N3CCCCC3C)CCC(=O)N2)c(F)c1 (stereo not given)
  -12	16	-9
CCN(C(=O)COC(=O)c1cc2ccccc2cc1O)C1CCS(=O)(=O)C1 (stereo not given)
  -4	-2	-4
C=c1onc(-c2ccccc2)c1=c1[nH]/c(=C\c2cc(OC)ccc2OC)c(=O)o1
  -6	-2	-6
CC(COCC(F)(F)F)NC(=O)c1ccc(N2CCCCCC2)nc1 (stereo not given)
  -1	2	5
O=C(COc1cc(=O)n2ccccc2n1)Nc1ccc(F)cc1
  -8	-2	-10
CN(C)[C@@H]1C[C@@H](CO)N(C(=O)c2ccccn2)C1
  /	3	0
Cc1ccccc1-n1cc(-c2c(-c3ccccc3)ncn2Cc2ncn[nH]2)cn1
  2	2	-4
Cc1c(NC(C)C)c(=O)n(-c2ccccc2)n1C
  -5	-10&-3&-4	-1&5&-3
C=CCNC(=O)C(NC(=O)c1ccc(OC)cc1)C1CCN(C(=O)c2cccc(C)c2)CC1 (stereo not given)
  -4	-3	3
ClCC1CSC(=NC23CC4CC(CC(C4)C2)C3)O1 (stereo not given)
  /	-5	3
Cc1ccccc1Oc1ncccc1CNC(=O)CCc1cn[nH]c1
  /	13	-8
O=C(O)c1c[nH]c2ccc(S(=O)(=O)N3CCN(c4ccc(F)cc4)CC3)cc2c1=O
  -5	1	-1
O=C1CCC(NCC2(c3cccc(F)c3)CCOCC2)CCN1CC1CC1 (stereo not given)
  -4	11	5
CCOP(=O)(OCC)C1(Nc2ccc(C)cc2)CCCCC1
  /	2	-2

# Remaining list, next part.
compound | mcGAS lum | NPYLR7 agonist | hcGAS inh
Cc1c(O)ccc2c1OC(C(C)(C)O)C2=O (stereo not given) | -5 | -8 | 2
COc1cccc(OCC2c3ccsc3CCN2C(=O)CN(CC2CCCO2)C(=O)Cc2ccccc2)c1 (stereo not given) | -4 | -2 | -4
N#Cc1sc2nc(-c3cccs3)ccc2c1N | -5 | 7 | -1
CNC(=O)c1ccc(CN(C)C(=O)c2ccccc2C(F)(F)F)cc1 | / | 1 | -6
Cc1ccc(C)c(C(=O)c2ccccc2C(=O)NCC(=O)NC(C)C)c1 | / | -5 | -7
CN(CCc1ccccn1)C(=O)c1ccc(Nc2cccc(C(F)(F)F)c2)nc1 | -4 | -4 | -7
c1ccc2c(c1)oc1c(NC3CCCCCC3)ncnc12 | -7 | 26 | -2
O=C(COC(=O)c1cnccn1)Nc1ccc(Br)cc1 | / | 1 | -3
CC(C)C(NS(=O)(=O)c1cccs1)C(=O)N1CCN(C(=O)C2CC2)CC1 (stereo not given) | / | 2 | -5
Cc1noc(C)c1CNC(=O)CSc1cn(C)c2ccccc12 | -15 | -9 | -5
CC(C)NC(=O)N(Cc1ccccc1F)CC1CC(c2ccc(F)cc2)=NO1 (stereo not given) | -2 | 16 | -2
COc1ccc2ccccc2c1CNC(=O)c1nc(N2CCCC2)ncc1Cl | / | -1 | -10

# The results go on:
compound | mcGAS lum | NPYLR7 agonist | hcGAS inh
COc1cc(NC(=O)C(C2CCCC2)N2CCN(C(=O)C3CC3)CC2)cc(OC)c1 (stereo not given) | -4 | -2 | -2
Cc1cccc(-c2cc(N)n(-c3ccc(C(=O)Nc4cccc(Oc5ccccc5)c4)cc3)n2)c1 | -6 | -7 | -3
N#CCSc1nc(N)c(C#N)c(-c2ccc(O)cc2)c1C#N | / | 1 | -11
O=C1CCC2(CCCN(C(=O)c3c[nH]c(=O)[nH]3)C2)CN1CC1CC1 (stereo not given) | -1 | / | -1
COc1ccc(-c2cc3ccccc3c(=O)o2)cc1 | -3 | 2 | -5
CCCCc1nc2cc(C(=O)N3CCN(C(=O)c4cccs4)CC3)ccc2o1 | -10 | -3 | -8
CCc1nc2ccc(C(=O)N(C)C(C)C)cn2c1N(C=O)CCC(C)C | -4 | -3 | -7
Cc1[nH]c2ccccc2c(=O)c1CC=C(Cl)Cl | / | -22 | 5
O=C(CCN1CCN(S(=O)(=O)c2cccs2)CC1)Nc1ccc2c(c1)OCCO2 | / | 3 | -2
O=C1COCc2cc(-c3cccnc3)ccc2N1CC1CCCCC1 | / | 4 | -3
Cc1ccc(CN2CCN(C(=O)CN3CC4=C(C3=O)C(c3ccc(C)cc3)NC(=O)N4C)CC2)cc1 (stereo not given) | -4 | -1 | -7
CC(C)(C)Cc1c(-c2ccccc2)ncn1CC1CCOCC1 | -10 | -6 | -2

# (next part)
compound | mcGAS lum | NPYLR7 agonist | hcGAS inh
CCN(CC)CCn1c2ccccc2c2nc(C)sc21 | / | 4 | -7
CCSc1nc(CC(=O)NCc2n[nH]c3c2CCCCC3)cs1 | / | 2 | -2
O=C(CN(Cc1ccccc1)c1nc(Cc2ccccc2)ns1)N1CCN(c2ccc([N+](=O)[O-])cc2)CC1 | -5 | -4 | -3
Cc1ccc2[nH]c(C(=O)NC3CCN(CC(F)F)CC3)cc2c1C | / | 10 | -10
CCCC(=O)Nc1cc(C(=O)NCc2csc(-c3cnccn3)n2)ccc1C | / | -2 | -5
CN(C(=O)CN1CCOCC1)c1ccccc1C(=O)NCc1ccco1 | / | -2 | 3
CCOc1ccc(NC(=O)c2nnn(-c3ccc(OCC)cc3)c2C)cc1 | -6 | -7 | -4
CC(C)c1nnc2sc(-c3cccc(-n4cccn4)c3)nn12 | / | -22 | 3
O=C(NNC(=O)c1cc2cc(Cl)ccc2o1)c1cnccn1 | / | -14 | -6
Cc1cc(CN2CC[C@@H](c3ccc4c(c3)OCO4)[C@H](O)C2)sc1C | / | 0 | -1
COc1ccc(NC(=O)NC2CC3CC2C2CCCC32)cn1 (stereo not given) | -6 | 1 | -5
Cc1ccccc1CN1CCC(CN(Cc2cccnc2)C(=O)c2ccsc2)CC1 | / | -1 | -1

# Of the compounds above, seven contain an aryl thioether with sulfur outside any ring.
compound | mcGAS lum | NPYLR7 agonist | hcGAS inh
O=C(CSc1ccc(-c2ccncc2)nn1)Nc1ccccc1 | -7 | 4 | -3
Cc1ccc(OCCn2c(SCC(O)CO)nc3ccccc32)cc1 (stereo not given) | -3 | 0 | 1
CCc1cnc2c(c1SCc1cccc([N+](=O)[O-])c1)c(=O)n(C)c(=O)n2C | -5 | 5 | -4
Cc1ccnc(SCCCn2c(N3CCCCC3)nc3c2c(=O)[nH]c(=O)n3C)n1 | -10 | 7 | -1
Cc1noc(C)c1CNC(=O)CSc1cn(C)c2ccccc12 | -15 | -9 | -5
N#CCSc1nc(N)c(C#N)c(-c2ccc(O)cc2)c1C#N | / | 1 | -11
CCSc1nc(CC(=O)NCc2n[nH]c3c2CCCCC3)cs1 | / | 2 | -2

# More entries:
compound | mcGAS lum | NPYLR7 agonist | hcGAS inh
CNC(=O)c1c(NC(=O)C(C)SC)sc2c1-c1ccccc1C2 (stereo not given) | / | -10 | 1
CC(C)[C@@H]1CN(C(=O)C2CCN(Cc3ccco3)CC2)C[C@H]1NC(=O)N(C)C | 0 | / | 6
COc1ccc(O)c(C=Nn2c(C)csc2=NC(C)C)c1 | 1 | 1 | -12
CC(C)(C)c1cc(NCCCN2CCOCC2)n2ncc(-c3ccccc3)c2n1 | -9 | 1 | -8
COC(=O)[C@@H]1CCCN1C(=O)Cc1ccc(N2CCC(NC3Cc4ccccc4C3)CC2)cc1 | -12 | 19 | -7
COc1ccc(-c2nnc3c4cnn(-c5ccccc5Cl)c4ncn23)cc1 | -7 | 1 | -5
CCCn1cc(CNC2CC(C)(C)Cc3c2cnn3-c2cccc(F)c2)c(C)n1 (stereo not given) | -10 | / | -6
O=C(OCCNC1=C(n2nnc3ccccc32)C(=O)c2ccccc2C1=O)c1ccccc1 | -7 | 16 | -4
Cc1ccc(S(=O)(=O)NC(=O)c2c(C)cc3ccccn23)cc1 | / | 4 | -5
COc1ccc(S(=O)(=O)Oc2cccc(CN(C(=O)NC(C)C)C(C)C)c2)cc1 | -4 | 9 | -2
Cc1c(Cl)c(C(F)(F)F)nn1CC(N)=O | -7 | 2 | -4
C=CCN(CC(=O)N1CCc2sccc2C1c1ccccc1C)S(C)(=O)=O (stereo not given) | -6 | -1 | -7
CCCNC(=O)C(C)NC(=O)c1ccc(Cn2nc(C)c([N+](=O)[O-])c2C)cc1 (stereo not given) | / | 2 | -6
